Screens deposited in PubChem BioAssay by several laboratories.
Kir21 inh – Kir2.1 (mouse) channel inhibition; B-score at 10 µM; HEK293-Kir2.1, FluxOR thallium flux fluorescence; hits give low values; P35561; actives 0.85% (n = 310,000);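 active = fluorescence ratio B-score at or below minus 3 SD of library scores, with starting-brightness B-score within 2 SD, cut at about -4.2 in these data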;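 note: channel flux triggered by added potassium and thallium sulfate stimulus; B-score of peak minus minimum fluorescence over baseline after thallium stimulus; more negative B-score means stronger Kir2.1 block with less thallium influx; some compounds called inactive have numbers as strong as hits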
Target sequence (P35561 whole entry, looked up): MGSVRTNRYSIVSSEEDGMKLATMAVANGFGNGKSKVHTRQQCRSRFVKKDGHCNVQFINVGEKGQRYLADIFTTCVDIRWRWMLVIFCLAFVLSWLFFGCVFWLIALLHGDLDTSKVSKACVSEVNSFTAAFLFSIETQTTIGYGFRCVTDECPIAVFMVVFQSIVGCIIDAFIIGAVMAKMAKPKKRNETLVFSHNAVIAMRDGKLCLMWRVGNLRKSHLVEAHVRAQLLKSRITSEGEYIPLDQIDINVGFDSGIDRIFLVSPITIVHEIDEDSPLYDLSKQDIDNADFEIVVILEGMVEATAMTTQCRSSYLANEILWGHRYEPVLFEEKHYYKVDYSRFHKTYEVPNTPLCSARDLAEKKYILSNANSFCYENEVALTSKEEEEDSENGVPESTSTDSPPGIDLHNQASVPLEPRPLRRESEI
STK33 kinase inh – blocks human STK33 kinase activity. purified STK33, MBP phosphorylation, ADP-Glo luminescence. inhibition, % at 10 µM. actives 0.073% (n = 320,000);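 active = inhibition at or above 25%, using the most active replicate where run in duplicate; inactive = inhibition below 25%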
Target sequence (Q9BYT3 whole entry, looked up): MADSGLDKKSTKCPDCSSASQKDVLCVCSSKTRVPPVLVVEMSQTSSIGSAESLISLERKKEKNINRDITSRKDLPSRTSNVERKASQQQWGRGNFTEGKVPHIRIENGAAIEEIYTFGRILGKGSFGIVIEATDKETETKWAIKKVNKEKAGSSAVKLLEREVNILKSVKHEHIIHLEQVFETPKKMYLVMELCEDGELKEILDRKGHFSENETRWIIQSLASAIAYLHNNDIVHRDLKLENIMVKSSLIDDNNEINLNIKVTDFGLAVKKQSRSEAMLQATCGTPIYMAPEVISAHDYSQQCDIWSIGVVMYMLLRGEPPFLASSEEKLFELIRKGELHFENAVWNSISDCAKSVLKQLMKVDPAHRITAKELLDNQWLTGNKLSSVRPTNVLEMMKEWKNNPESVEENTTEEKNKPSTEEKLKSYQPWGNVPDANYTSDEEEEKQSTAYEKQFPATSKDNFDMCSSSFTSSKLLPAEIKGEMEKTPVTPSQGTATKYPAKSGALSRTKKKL
* marks the source's active call; other numbers are inactive results; nt = no result given.

Below each compound – Kir21 inh | STK33 kinase inh
1. CSC1=N/C(=C/c2ccc(-n3cncn3)cc2)C(=O)N1
  1.8 | 0.2
2. Cc1c(Br)cc(-c2nnco2)cc1Br
  0.74 | 0.0
3. O=C(CNC(=O)c1cccs1)OCC(=O)c1ccccc1
  2.1 | 0.1
4. CCCN(C(=O)c1ccc(OCC(C)C)cc1)c1c(N)n(Cc2ccccc2)c(=O)[nH]c1=O
  2.8 | -0.7
5. Cc1c(CCO)c(=O)n(-c2ccccc2)n1S(=O)(=O)c1ccc([N+](=O)[O-])cc1
  1.5 | -2.8
6. COc1ccc(C(=O)NC(=S)NNC(=O)CCc2ccccc2)cc1
  -0.7 | 0.1
7. COc1ccc(NC(=O)C(=O)N2N=C3CCCCC3C2(O)C(F)(F)F)cc1 (stereo not drawn)
  1.5 | 0.2
8. COc1ccc(NS(=O)(=O)c2cc(NC(=O)c3cnc(C)cn3)ccc2N2CCCC2)cc1
  0.36 | -0.4
9. CN(CC(=O)Nc1ccc(F)cc1)C(=O)c1ccc(N2C(=O)CCC2=O)cc1
  nt | -1.6
10. COc1ccc(CC2=CC(=O)c3ccccc3C2=O)cc1
  -2.6 | 0.9
11. CC(Oc1ccccc1F)C(=O)NNC(=O)c1cc2ccccc2o1 (stereo not drawn)
  0.07 | -0.3
12. Cc1c(C(=O)NN2CCOCC2)oc2ccccc12
  -1.4 | 0.9
13. Cc1cc(C)c(NC(=O)CNC(=O)c2ccc(-n3cncn3)c([N+](=O)[O-])c2)c(C)c1
  1 | -1.2
14. COC(=O)N1C(=O)[C@](Cc2ccccc2)(c2ccccc2)N1C(=O)OC
  0.02 | 3.5
15. O=C(OCc1nc2ccccc2s1)c1cccc(N2C(=O)CCC2=O)c1
  -0.14 | -1.4

An excerpt of the results above, as a working copy:
Below each compound – Kir21 inh | STK33 kinase inh
1. CSC1=N/C(=C/c2ccc(-n3cncn3)cc2)C(=O)N1
  1.8 | 0.2
2. Cc1c(Br)cc(-c2nnco2)cc1Br
  0.74 | 0.0
3. O=C(CNC(=O)c1cccs1)OCC(=O)c1ccccc1
  2.1 | 0.1

Next section:
Below each compound – Kir21 inh | STK33 kinase inh
16. CC(C)OC(=O)C1C2C=CC3(CN(C(C)c4ccc(Br)cc4)C(=O)C13)O2 (stereo not drawn)
  0.16 | -1.5
17. Oc1ccc(/C=N/Nc2ccc(C(F)(F)F)cn2)c(O)c1
  -1.7 | 2.4
18. COc1cccc(CNC(=O)c2ccccc2-c2ccccc2)c1
  -0.71 | -0.6
19. Cc1ccc(CSc2nnc(SCC(=O)N/N=C/c3ccccc3OCC(=O)O)s2)cc1
  0.1 | -0.3
20. Cc1cc(NS(=O)(=O)c2ccc(NC(=O)c3ccc(Cl)cc3[N+](=O)[O-])cc2)no1
  -0.55 | -1.4
21. CN(C)C(=O)C(OC(=O)c1ccc2ccccc2n1)c1ccccc1 (stereo not drawn)
  -0.48 | -0.6
22. CCOC(=O)CN1C(=O)C2(OCCCO2)c2cc(Br)ccc21
  0.36 | 0.4
23. O=c1[nH]c2ccccc2cc1CN(CC1CCCO1)S(=O)(=O)c1ccc(Cl)cc1 (stereo not drawn)
  2.5 | 0.7
24. CC(=O)N1c2ccc(S(=O)(=O)N3CCC(C(=O)Nc4cccc(F)c4)CC3)cc2CC1C (stereo not drawn)
  0.28 | -2.1
25. CC(=O)N[C@@H](Cc1c[nH]c2ccccc12)C(=O)NC1CC1
  -1.8 | -1.4
26. CCOc1ccc(S(=O)(=O)n2cnc3ccccc32)cc1
  0.18 | nt
27. Cc1cc(-c2ccccc2)nc2[n+]1CCN2C
  -0.66 | -1.4
28. C=CCN1C(=O)c2ccc(C(=O)N3CCN(c4ccccc4OC)CC3)cc2C1=O
  -0.76 | -0.8
29. CC(/C=C/c1ccccc1F)=N\NC(=O)c1cccc(F)c1
  -0.13 | -0.2
30. CCc1ccc(C(=O)c2cnc3ccc(OC)cc3c2N2CCN(CC)CC2)cc1
  -1 | 0.6
31. CSCCOC(=O)COc1ccc(/C=N/NC(=O)c2nn(C)cc2Cl)cc1
  -1.4 | -1.9
32. Cc1nn(-c2ccccc2)c(C)c1C(=O)OCC(=O)N1CC(=O)Nc2ccccc21
  2.5 | -0.5
33. COc1ccc(C(=O)C2CCCN(Cc3cccn3-c3ccccn3)C2)c(C)c1 (stereo not drawn)
  -3.7 | 1.1
34. COc1ccc(-c2cc(C(=O)N(C)Cc3nc4ccccc4c(=O)[nH]3)c3ccccc3n2)cc1OC
  nt | 2.0
35. CCN(CC(=O)Nc1ccccc1C(=O)Nc1ccccc1)Cc1nc2ccccc2c(=O)[nH]1
  -0.36 | -0.6
36. OC1CCNC(=S)N1c1ccccc1 (stereo not drawn)
  0.04 | 0.8
37. CCCCC(CCC(=O)O)(C(=O)OCC)c1csc(Nc2ccc(OCC)cc2)n1 (stereo not drawn)
  0.05 | -3.0
38. Cc1cc(C)c(C)c(OCCOCCNCc2ccccc2)c1
  -9.1* | 0.2
39. CCOC(=O)C1=C(C(F)(F)F)Nc2ncnn2C1c1cccc(OC)c1OC (stereo not drawn)
  -0.26 | 0.7
40. CNc1oc(Cc2cccc3ccccc23)nc1C#N
  1 | 0.9
41. CSc1nc(-c2ccccc2)nn1C(=O)c1ccc(Cl)cc1
  0.07 | -1.0
42. COC1=C(N2CCOCC2)C(=O)c2ccccc2C1=O
  0.06 | -1.3
43. COC(=O)c1cc(COC(=O)c2ccc3ccccc3n2)oc1C
  -1.3 | 2.5
44. Cc1nn(C(=O)c2ccco2)c(C)c1Sc1ccc([N+](=O)[O-])cc1
  0.46 | 0.5
45. COc1ccc(NS(=O)(=O)c2ccc3[nH]c(=O)[nH]c3c2)cc1OC
  -0.28 | -0.8
46. COC(=O)c1ccc2c(c1)NC(=O)C(N1CCCC1)S2 (stereo not drawn)
  1 | 1.5
47. COc1ccccc1N1CCN(C(=O)COc2ccc(Cl)cc2Br)CC1
  0.02 | -1.4
48. Cc1cccc(NS(=O)(=O)c2cccc([N+](=O)[O-])c2)n1
  -0.05 | -1.6
49. Cc1cccc(CCNC(=O)C2CCCN(c3cnccn3)C2)c1 (stereo not drawn)
  -0.93 | nt
50. COc1cc(NC(=S)N2CCCC(CO)C2)c(OC)cc1Cl (stereo not drawn)
  0.02 | -2.1
51. CCOC(=O)c1cc2sccc2n1CC(=O)N1c2ccccc2CC1C (stereo not drawn)
  0.59 | -1.2
52. COc1ccc(Cl)cc1C(=O)OCC(=O)NCc1cccs1
  nt | -2.0
53. Cc1nn(-c2ccccc2)c(C)c1C(=O)OCc1ccc(C#N)cc1
  -1.8 | -0.5
54. COc1ccc(S(=O)(=O)Nc2ccccc2)cc1
  0.67 | -0.7
55. COc1cc(CN(C)C)cc(C=O)c1O
  1.1 | -0.6
56. COc1ccc(S(=O)(=O)c2nnn(-c3cccc(OC)c3)c2N)cc1
  -0.12 | -0.2
57. COc1ccccc1NCC(=O)Nc1cc(S(=O)(=O)N2CCOCC2)ccc1N1CCOCC1
  -0.17 | 1.1
58. Fc1ccc(OCCCCCN2CCCC2)cc1
  -0.68 | 0.3
59. CC(=O)NC12CC3CC(C1)CC(C(=O)N1CCN(c4ncccn4)CC1)(C3)C2
  0.33 | -1.1
60. Cc1cc(C)c(C#N)c(SCC(=O)Nc2cc(C)on2)n1
  nt | -1.6
61. Cc1cccc(N2CCN(c3nc4ccccc4n4cnnc34)CC2)c1C
  0.85 | 0.9
62. NC(=O)Cn1ccc(O)c(Cc2ccc(Cl)cc2Cl)c1=O
  -0.94 | -0.6
63. Cn1nc(Oc2nc(N3CCOCC3)nc(N3CCOCC3)n2)ccc1=O
  -0.25 | 1.0
64. Nc1c(N(CCC2=CCCCC2)C(=O)Cc2ccccc2F)c(=O)[nH]c(=O)n1Cc1ccccc1
  nt | -1.2
65. CC(NC(=O)Cc1ccc(F)cc1)c1ccc(F)cc1 (stereo not drawn)
  -0.78 | -1.5
66. Nc1ccccc1SCc1c(Cl)cccc1Cl
  -2 | -4.1
67. CCn1c(=O)c2sccc2n(Cc2cc(C(=O)OC)ccc2OC)c1=O
  1.1 | -0.2
68. O=C(Nc1cccnc1Cl)c1ccc2c(Cl)c3c(nc2c1)CCC3
  2.1 | nt
69. COC(=O)C1=C(C)N(c2ccc(OC)cc2)C(=O)/C1=C\c1cccs1
  0.28 | -0.1
70. O=C(CSc1nnc(SCc2ccccc2)s1)N/N=C/c1ccc(Cl)cc1Cl
  -1.9 | -0.7
71. COc1ccc(/C(C)=N/Nc2cc(C(F)(F)F)ccc2Cl)c(OC)c1
  0.2 | -1.5
72. COc1cc2nc(SCC(=O)c3ccc(Br)cc3)n3nc(C)nc3c2cc1OC
  0.32 | -0.3
73. CSCCC(NC(=O)c1ccccc1)C(=O)NCC(C)(C)N1CCOCC1 (stereo not drawn)
  nt | -2.4
74. CN(C)C(=O)N1CCC(C(=O)NCC2CCCO2)CC1 (stereo not drawn)
  -0.35 | 0.4
75. Oc1oc(-c2ccccc2)nc1/C=N/c1nccs1
  -1.4 | 1.0

Additional results
Below each compound – Kir21 inh | STK33 kinase inh
76. COC(=O)c1cnc(NNS(=O)(=O)c2ccc(C(F)(F)F)cc2)nc1C(F)(F)F
  0 | -1.0
77. CC(C)C[C@@]12C(=O)N(c3cccc(F)c3)C(=O)N1[C@H](c1ccc(Cl)cc1)[C@@H]1C(=O)N(C3CCCCC3)C(=O)[C@@H]12
  0.01 | -0.4
78. Cc1ccc(OCc2nnc(SCC(=O)NCc3ccccc3)n2C)cc1
  -1.3 | -0.5
79. CCCCn1c(SCC(=O)NC2CCCC2)nnc1-c1ccco1
  -2.4 | -1.5
80. Cc1ccccc1C(OCCN(C)C)c1ccccc1 (stereo not drawn)
  -1.1 | 0.4
81. O=C(CC12CC3CC(CC(C3)C1)C2)N/N=C/c1ccncc1
  0.44 | 0.2
82. O=C(/C=C/Nc1ccc(F)cc1F)c1ccc(Br)cc1
  -0.88 | -2.1
83. CCOC(=O)Cn1nc(-c2ccccc2)c(-c2ccccc2)nc1=O
  -0.58 | 0.4
84. COc1ccc(N=C2NC(=O)/C(=C/c3ccc(O)c(OC)c3)S2)cc1
  -1.2 | 19
85. COc1ccc(/C=N/NC(=O)c2ccccc2[N+](=O)[O-])cc1CN1CCc2cc(OC)c(OC)cc2C1C (stereo not drawn)
  0.09 | -0.1
86. CCOC(=O)C1C2C=CC3(CN(Cc4ccco4)C(=O)C13)O2 (stereo not drawn)
  -1.5 | -1.6
87. COc1ccc(NC(=O)CC2(CC(=O)O)CCCC2)cn1
  0.28 | -0.8
88. C=C(C)C1CC=C(CN2CC(C)OC(C)C2)CC1 (stereo not drawn)
  1.3 | -0.3
89. O=C(CCl)Nc1cccn2ncnc12
  0.39 | 3.0
90. CCN1CCn2c3c(c4cc(C)ccc42)CCCC31 (stereo not drawn)
  -1.7 | 1.4

3 entries from above, with one line to a screen:
83	CCOC(=O)Cn1nc(-c2ccccc2)c(-c2ccccc2)nc1=O
84	COc1ccc(N=C2NC(=O)/C(=C/c3ccc(O)c(OC)c3)S2)cc1
85	COc1ccc(/C=N/NC(=O)c2ccccc2[N+](=O)[O-])cc1CN1CCc2cc(OC)c(OC)cc2C1C (stereo not drawn)
entry no.	83	84	85
Kir21 inh	-0.58	-1.2	0.09
STK33 kinase inh	0.4	19	-0.1

New compounds follow
Below each compound – Kir21 inh | STK33 kinase inh
91. Cc1ccc(OCCCCN2CCC(C)CC2)cc1
  -1.4 | -2.5
92. CC1(c2nnc(-c3ccc(Cl)cc3)o2)CC(c2ccc([N+](=O)[O-])cc2)=NO1 (stereo not drawn)
  1.1 | 0.9
93. CCCCC(=O)N1CC(=O)Nc2ccc(F)cc2C1c1ccc(F)cc1 (stereo not drawn)
  1.9 | -0.6
94. COc1ccc(OCCNC(=O)c2cccc(Oc3ccc(C(F)(F)F)cc3[N+](=O)[O-])c2)cc1
  -1.4 | -3.2
95. Cc1cc2oc(C(=O)Nc3ccc(S(=O)(=O)N4CCCC(C)C4)cc3)cc(=O)c2cc1Cl (stereo not drawn)
  1.7 | 0.4
96. Cc1cc(C)cc(C(=O)NCC(=O)OCC(=O)N(C)C2CCS(=O)(=O)C2)c1 (stereo not drawn)
  -1.1 | -1.8
97. COC(=O)NCN1C(=O)C2C3C=CC(C3)C2C1=O (stereo not drawn)
  0.12 | -2.8
98. CC(C)(CCO)Nc1ncnc2onc(-c3ccc(F)cc3)c12
  -0.24 | -0.8
99. Cn1c(SCC(=O)NCCc2ccccc2)nnc1C1CCCCC1
  1.7 | -2.1
100. CC(=O)Nc1cccc(/C(C)=N\NC(=O)c2ccc(Cn3nc([N+](=O)[O-])c(Cl)c3C)o2)c1
  -0.14 | -2.1
101. CCOc1ccccc1Nc1ccc(C(=O)O)cc1[N+](=O)[O-]
  0.51 | 0.4
102. CCn1c(SCC(=O)NNC(=O)c2ccc(C)cc2)nnc1-c1ccco1
  0.46 | -0.4
103. O=C(CS(=O)CC(=O)NC12CC3CC(CC(C3)C1)C2)Nc1ccc(F)cc1 (stereo not drawn)
  -0.87 | -0.2
104. N#Cc1cc2c(nc1SCc1ccc(Cl)cc1)CCCC2
  -0.04 | -0.2
105. O=C(OCC(=O)N1CCCc2ccccc21)c1ccc(C(F)(F)F)cc1
  -0.01 | -1.4
106. COc1cc(/C=C2\SC(=S)N(CC(=O)O)C2=O)ccc1OC(=O)c1ccco1
  -0.77 | 0.2
107. CCCOC(=O)c1ccc(-c2ccc(C=O)o2)cc1
  3.2 | nt
108. CC(=O)Nc1ccc(S(=O)(=O)NC2CC2)cc1
  1.1 | -1.1
109. COc1ccc(NC(=O)c2cc(OC)c(OC)c(OC)c2Br)cc1OC
  1.7 | 0.2
110. Cc1ccc(C(=O)N/N=c2\oc3ccccc3cc2C(N)=O)cc1
  1.2 | -1.6
